Compound activity as filed in PubChem BioAssay.
HCMV inh: blocks human cytomegalovirus replication; HFF cells, HCMV-luciferase reporter, 72 h; active compounds read low; activity change, negative = inhibition, % at 57.5 µM; 410,000 compounds, 4.5% hits; AID 1259415; in the data active = activity change below about -60%; inconclusive = no clear call, values can overlap the other calls; inactive = above about -39%
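Luciferase read-out from HCMV-luciferase-infected HFFs (MOI 1 PFU/cell) 72 h post infection at 37C; compounds added after 16 h cell attachment; activity normalized between buffer-only basal and Salinomycin (10uM) inhibitor controls.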
LmPK inhibitor: inhibitors of Leishmania mexicana pyruvate kinase; Q27686; purified LmPK, Kinase-Glo ATP luminescence, 1 h; 290,000 compounds, 0.37% hits; Potency, µM (titrated, usually from 57.5 µM), inactives show top-dose activity change, negative = inhibition, actives largely listed as inhibitors; AID 1721; also: potency is read from the fitted curve at half-maximal effect
Target sequence (Q27686 whole entry, looked up): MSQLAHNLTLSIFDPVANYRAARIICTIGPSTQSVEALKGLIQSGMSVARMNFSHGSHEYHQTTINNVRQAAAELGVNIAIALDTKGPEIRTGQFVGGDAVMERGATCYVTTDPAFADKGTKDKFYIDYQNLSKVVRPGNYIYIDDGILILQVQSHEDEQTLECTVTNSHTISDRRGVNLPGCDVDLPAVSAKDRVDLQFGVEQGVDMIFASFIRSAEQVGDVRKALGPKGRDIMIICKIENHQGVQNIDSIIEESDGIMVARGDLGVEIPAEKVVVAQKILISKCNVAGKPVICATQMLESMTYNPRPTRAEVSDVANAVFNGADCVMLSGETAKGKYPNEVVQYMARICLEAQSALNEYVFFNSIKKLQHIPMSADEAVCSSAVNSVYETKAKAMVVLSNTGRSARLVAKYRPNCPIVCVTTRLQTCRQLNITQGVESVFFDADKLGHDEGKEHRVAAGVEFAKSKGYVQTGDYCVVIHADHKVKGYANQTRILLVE
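0.1 nM LmPK, 0.5 mM PEP, 0.1 mM ADP; 50 mM imidazole pH 7.2, 7 mM MgCl2, 50 mM KCl; 1 h RT. Kinase-Glo luminescence readout, normalized to no-enzyme (full inhibition) and uninhibited wells.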
Sm TGR block: S. mansoni TGR enzyme inhibition; Q962Y6; purified TGR, DTNB reduction, TNB absorbance 405 nm; Potency, µM (top dose mostly 114 µM), for inactives: at the highest dose activity change, negative = inhibition, usual class: inhibitors; 360,000 compounds, 3% hits; AID 485364; also: potency is read from the fitted curve at half-maximal effect; nearly all actives have a fitted effect of over 60% in size
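First, TGR (20 nM dispensed) and NADPH were mixed with compound. Second, a 15 min room-temperature incubation followed. Third, further NADPH and then DTNB were added to start the reaction. Finally, TNB absorbance was monitored kinetically.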
TbPYK inhibitor: blocks Trypanosoma brucei pyruvate kinase; TbPYK enzyme, Kinase-Glo Plus ATP luminescence, 45 min; Potency, µM (titrated, usually from 76.8 µM), without a hit: top-dose activity, negative = inhibition, hits mostly inhibitors; AID 624173; 410,000 compounds, 0.12% hits; also: potency is read from the fitted curve at half-maximal effect; nearly all actives have a fitted effect of over 50% in size
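Luminescence from Kinase-Glo Plus, added after a 45-minute room-temperature reaction, served as the end-point read-out. The enzyme and substrate were preincubated with compound before ADP (130 uM final) initiated turnover. Concentration-effect curves came from normalized qHTS data.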
AMA1 RON2 block: AMA1-RON2 (P. falciparum) interaction inhibition; AlphaScreen AMA1-biotinylated RON2 peptide binding; Potency, µM (top dose mostly 58.2 µM), for inactives: at the top dose activity change, negative = inhibition, usual class: inhibitors; 360,000 compounds, 0.2% hits; AID 720542;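 also: potency is read from the fitted curve at half-maximal effect; 0% = vehicle wells and -100% = peptide control; nearly all actives have a fitted effect of over 45% in size; some results filed as inactive show a strong effect at the top dose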
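AMA1 (3D7) with his tag at 25 nM final met compounds first, then biotinylated RON2 peptide at 25 nM; detection used donor plus acceptor beads, 10 µg/mL apiece, read by AlphaScreen after 30 min at room temperature.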
AmpC no deterg: inhibitors of E. coli AmpC beta-lactamase without detergent. P00811. AmpC nitrocefin hydrolysis, absorbance 480 nm, 0.0001% Triton. Potency, µM (titrated, usually from 57.1 µM), for the others: at the top dose activity change, negative = inhibition, usual class: inhibitors. 330,000 compounds, 0.52% hits. AID 485341;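 also: potency is read from the fitted curve at half-maximal effect; plate controls were no compound for no effect and no enzyme for full effect; nearly all actives have a fitted effect of over 20% in size; some results filed as inactive show a strong effect at the top dose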
Target sequence (P00811 whole entry, looked up): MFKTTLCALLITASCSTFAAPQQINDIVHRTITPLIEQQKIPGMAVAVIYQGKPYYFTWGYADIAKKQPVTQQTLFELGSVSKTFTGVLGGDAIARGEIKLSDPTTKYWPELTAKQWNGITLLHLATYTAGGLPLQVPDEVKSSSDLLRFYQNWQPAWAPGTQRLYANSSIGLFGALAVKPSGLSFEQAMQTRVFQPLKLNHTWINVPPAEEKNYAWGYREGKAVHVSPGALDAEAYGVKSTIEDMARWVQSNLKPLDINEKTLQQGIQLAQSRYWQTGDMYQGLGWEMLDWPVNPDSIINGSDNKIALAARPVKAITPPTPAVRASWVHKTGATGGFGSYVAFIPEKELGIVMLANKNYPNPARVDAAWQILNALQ
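AmpC (5.3 nM in the dispensed reagent) in 20 mM phosphate pH 7.0 with 0.01% (detergent screen) or 0.0001% Triton X-100 was preincubated with compounds for 15 min at room temperature. Nitrocefin was then added from an 800 uM solution, and hydrolysis was followed at 480 nm.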
AmpC inh detg: inhibitors of E. coli AmpC beta-lactamase with detergent | P00811 | AmpC hydrolysis of nitrocefin, absorbance 480 nm, 0.01% Triton | Potency, µM (top dose mostly 114 µM), without a hit: at the top dose activity change, negative = inhibition, actives largely listed as inhibitors | 370,000 compounds, 0.041% hits;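 also: potency is read from the fitted curve at half-maximal effect; 0% = no-compound wells and -100% = no-enzyme wells; nearly all actives have a fitted effect of over 25% in size; some results filed as inactive show a strong effect at the top dose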
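AmpC (5.3 nM in the dispensed reagent) in 20 mM phosphate pH 7.0 with 0.01% (detergent screen) or 0.0001% Triton X-100 was preincubated with compounds for 15 min at room temperature. Nitrocefin was then added from an 800 uM solution, and hydrolysis was followed at 480 nm.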
* hit, by the source's call; ? = inconclusive; . = not tested or not shown; & = joins results of further samples; [ ] = dose if it differs, or a comment. Unless noted, calls follow the shape of the dose curve; as a rule, active = well fitted curve in the direction sought with a large enough effect; inconclusive = small, poorly fitted or top-dose-only effect, or another doubt; inactive = no such curve, though single readings can be large; an effect the other way counts as inactive or inconclusive. Unless noted, % is scaled to controls: 0 for no effect and ±100 for the full control effect.

SMILES	HCMV inh	LmPK inhibitor	Sm TGR block	TbPYK inhibitor	AMA1 RON2 block	AmpC no deterg	AmpC inh detg
CC1(C)Cc2cccc(OCC(=O)N3CCN(c4ccccc4F)CC3)c2O1	-21	.	-19%	4%	-2%	34%	-9%
O=C1CC2CCCC(C1)S2=O (stereo unspecified)	-16	.	.	0%	-6%	.	.
CCN1C(=O)[C@H]2[C@@H](c3ccc(-c4ccc(F)cc4)c(OC)c3)N[C@@](C)(C(=O)OC)[C@H]2C1=O	8	.	16µM*	-7%	-1%	161%[activator]	-6%
CC(=O)Oc1ccc(-c2ccc(C(=O)OCC(=O)N(C)CC(=O)Nc3ccccc3Cl)cc2)cc1	.	-4%	-20%	-8%	-20%	-2%	6%
CC1=C(C(=O)OCc2ccc3c(c2)OCO3)C(c2ccccc2OCc2ccccc2)NC(=O)N1 (stereo unspecified)	-24	10%	-12%	-3%	-3%	-22%	2%
COc1ccc(N(CC(=O)Nc2ccc(S(=O)(=O)N3CCCC3)cc2)S(C)(=O)=O)cc1OC	-20	-1%	0%	3%	-12%	-9%	3%
Cc1ccccc1-c1nc2cc(NC(=O)c3cccc(OCCC(C)C)c3)ccc2o1	-16	.	9%	1%	.	.	17%
COc1cc(OC)c(Nc2nc3ccccc3nc2-n2nc(C)cc2C)cc1Cl	-3	.	1%	-2%	.	.	-1%
Nc1nc(N)c2cc(Sc3ccc4ccccc4c3)ccc2n1	-84*	7%	1%	3%	5%	-1%	1%
O=C(Nc1cccn(Cc2c(Cl)cccc2Cl)c1=O)c1ccc(Cl)cc1Cl	-97*	-3%	8%	-2%	2%	-34%	-3%
N[C@@H](Cc1c[nH]c2ccccc12)c1nnc(SCc2ccccc2)o1	-2	3%	5%	-19%	3%	49%	?
COC(=O)COc1cccc(NC(=O)c2cc(OC)cc(OC)c2)c1	-21	-25%	.	0%	-3%	-6%	5%
Cc1ccc(CN2C(=O)CNC2=S)cc1	-32	-5%[11.5 µM]	2%	13%	28%	-20%	3%
CC(C)c1cnc2c(c1SCC(=O)c1ccc(Cl)cc1)c(=O)n(C)c(=O)n2C	-24	.	-10%	-1%	.	.	-2%
CCCCCCn1c(SCCOC)nc2c1c(=O)[nH]c(=O)n2C	-16	-2%	-16%	6%	0%	-17%	-6%
O=C(Nc1cccc(-c2csc(Nc3cccc(C(F)(F)F)c3)n2)c1)c1cc([N+](=O)[O-])cc(C(F)(F)F)c1	24	0%	-1%	1%	-27%	-32%	-6%
Cc1ccc(NC(=O)c2ncn(CCCNCCCN(C)C)n2)cc1C	-1	.	.	-1%	17%	.	.
CC(C)(C)c1cc(NC(=O)Nc2ccccc2)no1	84	2%	1%	6%	-7%	-38%	-12%
COc1cccc(-c2nc(CS(=O)(=O)CC(=O)N3CCN(c4cc(C)ccc4C)CC3)c(C)o2)c1	-76*	.	0%	-8%	.	.	-16%
NC(=O)c1ccc[n+](Cc2cccc3ccccc23)c1	-6	-6%	-14%	12%	32%[activator]	-12%	-8%
CC(=O)Nc1ccc(Nc2cc(N(C)C)c3nonc3c2[N+](=O)[O-])cc1	33	-4%	-5%	1%	8%	-16%	-9%
COCCNc1ncnc2c1ncn2[C@H]1CN(Cc2ccc(Cl)cc2)C[C@@H](CO)O1	9	.	.	-7%	-2%	.	.
CCOc1cc(C(=O)Nc2ccc(S(=O)(=O)Nc3nnc(CC)s3)cc2)cc(OCC)c1OCC	-6	1%	-11%	0%	-8%	-28%	-12%
O=C(CN1C(=O)/C(=C/c2ccco2)SC1=S)Nc1ccc(C(=O)O)c(O)c1	2	-12%	14µM*	-21%	-6%	-42%	-6%
Cc1cccc(C(=O)Nc2ccc(C(=O)OCc3cc(=O)n4nc(CC(C)C)sc4n3)cc2)c1	38	.	4%	-2%	.	.	-1%
SMILES	HCMV inh	LmPK inhibitor	Sm TGR block	TbPYK inhibitor	AMA1 RON2 block	AmpC no deterg	AmpC inh detg
CCOc1cc(C2C3=C(CCCC3=O)N(CCC(=O)O)C3=C2C(=O)CCC3)ccc1OS(=O)(=O)c1ccc(C)cc1	5	4%	1%	-2%	-5%	-43%	-1%
COC(=O)c1cc(NC(=O)CSC2=NCCS2)cc(C(=O)OC)c1	165	2%	24%	2%	-3%	-27%	3%
CCn1c2ccccc2c2cc(NC(=O)CC(C)=O)ccc21	-4	5%	-14%	2%	0%	-38%	-6%
COc1ccc(NC(=O)CC(Cc2ccccc2)C(=O)O)cc1 (stereo unspecified)	6	1%	5%	5%	-14%	-13%	?
Cc1ccc(C2CC(C(F)F)n3ncc(C(=O)Nc4cnn(Cc5ccccc5C)c4)c3N2)cc1 (stereo unspecified)	-1	2%	-4%	-4%	-4%	82%[activator]	0%
CCC(=O)N1CCc2cc(S(=O)(=O)CCC(=O)NC3CCCCC3)ccc21	-15	0%	8%	6%	0%	-4%	-3%
CNC(=O)N(C1=NCC(C)S1)c1ccc(F)cc1F (stereo unspecified)	71	-2%	2%	9%	2%	17%	2%
CC(C)=CCCC(C)CN1CCC(O)CC1 (stereo unspecified)	-10	-2%	-1%	29%	-1%	.	?
CCCCC(CC)C(=O)Nc1ccc(S(=O)(=O)Nc2nccs2)cc1 (stereo unspecified)	0	4%	0%	1%	-7%	-35%	4%
COc1ccc(OCCOC(=O)CN2C(=O)NC3(CCCC3)C2=O)cc1	-15	.	?	-7%	8%	4%	?
COc1ccc(OC)c(CC(NC(C)=O)C(=O)NC2CCN(c3nc(OC)nc(OC)n3)CC2)c1 (stereo unspecified)	17	0%	-2%	2%	-3%	33%	-7%
Cc1cc(C)c(S(=O)(=O)NCCSCc2ccco2)c(C)c1	-4	.	13µM*	-5%	-7%	-43%	-10%
Nc1sc2c(c1C(=O)NC1CCS(=O)(=O)C1)CCC2 (stereo unspecified)	.	-2%	?	-33%	0%	-2%	-12%
N=C1/C(=C\c2ccc(SCc3ccccc3)o2)C(=O)N=C2SC(CC(=O)N3CCOCC3)=NN12	-16	10%	-32%	-1%	37%[activator]	45%	-7%
Cc1cc(-c2ccccc2)c2ccc(NC(=O)C(C)(C)C)nc2n1	18	0%	10%	4%	3%	17%	-14%
CCCc1ccc2oc(C(=O)N3CCN(CC(=O)NC(C)C)CC3)c(C)c2c1	9	1%	-7%	10%	-2%	196%[activator]	10%
COC(=O)c1c(-c2ccc(Br)cc2)csc1NC(=O)Cc1ccc(OC)c(OC)c1	?	-4%	-10%	-5%	-6%	0%	0%
COc1cccc(-c2nnc(NC(=O)c3ccc(S(=O)(=O)N(CC(C)C)CC(C)C)cc3)o2)c1	.	0%	14%	28%	?	-26%	?
O=C(N[C@H]1CP(=O)(Oc2ccccc2)O[C@H](COCc2ccccc2)[C@H]1O)C(Cl)(Cl)Cl (stereo partly specified)	-7	11%	4%	1%	-2%	33%	2%
CCOC(=O)c1cnc2c(cnn2C)c1Cl	-11	1%	-22%	-1%	8%	-4%	-12%
Clc1ccccc1CN1CCN(/N=C/C=C\c2ccco2)CC1	-22	4%	50µM*	-8%	10µM*	-5%	0%
COc1cccc(NC(=O)CSc2ccc3nnc(-c4ccncc4)n3n2)c1	0	15%	2%	-8%	-18%	-1%	1%
COc1cccc(N(C(=O)c2ccco2)C(C(=O)NC2CCCC2)c2ccc(N(C)C)cc2)c1 (stereo unspecified)	-6	0%	-14%	-7%	-5%	-3%	0%
Cc1oc(-c2ccccc2Cl)nc1CS(=O)(=O)CC(=O)NCCN1CCOCC1	15	-4%	-30%	-3%	5%	0%	-2%
Cc1noc(C)c1CSCC(=O)N(C)CC(=O)Nc1ccccc1C(F)(F)F	10	.	-2%	0%	27%	-5%	?

Another view of some results above.
Molecule: O=C1CC2CCCC(C1)S2=O (stereo unspecified)
  HCMV inh: -16; LmPK inhibitor: .; Sm TGR block: .; TbPYK inhibitor: 0%; AMA1 RON2 block: -6%; AmpC no deterg: .; AmpC inh detg: .
Molecule: COC(=O)COc1cccc(NC(=O)c2cc(OC)cc(OC)c2)c1
  HCMV inh: -21; LmPK inhibitor: -25%; Sm TGR block: .; TbPYK inhibitor: 0%; AMA1 RON2 block: -3%; AmpC no deterg: -6%; AmpC inh detg: 5%
Molecule: CC(C)=CCCC(C)CN1CCC(O)CC1 (stereo unspecified)
  HCMV inh: -10; LmPK inhibitor: -2%; Sm TGR block: -1%; TbPYK inhibitor: 29%; AMA1 RON2 block: -1%; AmpC no deterg: .; AmpC inh detg: ?
Molecule: O=C(CN1C(=O)/C(=C/c2ccco2)SC1=S)Nc1ccc(C(=O)O)c(O)c1
  HCMV inh: 2; LmPK inhibitor: -12%; Sm TGR block: 14µM*; TbPYK inhibitor: -21%; AMA1 RON2 block: -6%; AmpC no deterg: -42%; AmpC inh detg: -6%

Additional compounds follow:
SMILES	HCMV inh	LmPK inhibitor	Sm TGR block	TbPYK inhibitor	AMA1 RON2 block	AmpC no deterg	AmpC inh detg
COc1cccc(-c2cc(C(=O)N/N=C/c3ccco3)c3ccccc3n2)c1	8	-3%	-4%	-14%	2%	-23%	1%
CC(Sc1nnc(-c2ccccc2)c(-c2ccccc2)n1)C(=O)N1CCc2ccccc21 (stereo unspecified)	-31	-3%	1%	-1%	-30%	-21%	0%
Cc1cc(OCc2ccc(F)cc2)nc(-c2ccccc2O)n1	35	-1%	-25%	0%	62%[activator]	-10%	?
CC(CC(=O)NC1CCSC1=O)c1ccccc1 (stereo unspecified)	3	-5%	-1%	-1%	3%	-14%	1%
Cc1ccc(N(CC(C)C)S(=O)(=O)c2nnc(NC(=O)C(C)C)s2)cc1	-21	.	1%	0%	.	.	12%
Cc1nn(C)cc1C(=O)NNC(=S)Nc1ccccc1	51	-14%	2%	-14%	84%[activator]	-20%	?
CC1(C(=O)NCc2ccc(C(F)(F)F)cc2)CCN1Cc1ccccc1OC(F)F (stereo unspecified)	11	.	.	7%	-1%	.	.
Cc1ccc(NC(=S)N/C(=N/S(=O)(=O)c2ccccc2)c2ccccc2)cc1	-17&80	2%	?	11%&-6%	11%&23%	-28%	4%
COc1ccc(S(N)(=O)=O)cc1C(=O)NCCCN1CCN(c2ccccc2OC)CC1	34	1%	-1%	-3%	-8%	-19%	-11%
COc1ccccc1C(=O)N1CCCC1(C#N)c1ccccc1 (stereo unspecified)	-11	0%	?	2%	1%	-13%	2%
COCCCNC(=O)C[C@H]1C[C@H](C(=O)N2CCOCC2)[C@@]2(CCC3CCCC3)c3[nH]c4cc(CCC(=O)N(C)C)ccc4c3CCN2C1=O	0	.	.	-4%	6%	243%[activator]	.
CC(=O)c1cccc(NC(=O)c2onc(C)c2Cl)c1	27	6%	13%	0%	-10%	-7%	5%
